Screens: PubChem BioAssay, National Center for Advancing Translational Sciences (NCATS)
Pin1 inhibitor: inhibitors of human Pin1; Q13526; Pin1 FP peptide displacement, HiFluor488, 10 min; Potency, µM (top dose mostly 115 µM), without a hit: top-dose activity, negative = inhibition, usual class: inhibitors; 390,000 compounds, 0.009% hits; active = well fitted inhibition curve with a large enough effect in the polarisation, with a control signal flat, not every such curve was filed as active; inconclusive = small, poorly fitted or top-dose-only effect, or effect the other way, or a change in a side signal; inactive = no such curve, though single readings can be large or run the other way; the % refers to the polarisation; also: % is scaled to controls: 0 for no effect and ±100 for the full control effect
Target sequence (Q13526 whole entry, looked up): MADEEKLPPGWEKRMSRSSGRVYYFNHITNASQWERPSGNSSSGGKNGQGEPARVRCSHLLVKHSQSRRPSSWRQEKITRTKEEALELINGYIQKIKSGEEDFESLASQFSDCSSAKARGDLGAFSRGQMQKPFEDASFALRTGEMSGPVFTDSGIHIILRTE
TrxR1 inh: rat TrxR1 inhibition; 390,000 compounds, 1% hits; Potency, µM (highest dose often 114 µM), without a hit: at the top dose activity change, negative = inhibition, most hits filed as inhibitors; recombinant rTrxR1, NADPH fluorescence consumption, selenite substrate; AID 588453; also: % is scaled to controls: 0 for no effect and ±100 for the full control effect; nearly all actives have a fitted effect of over 65% in size
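Rat TrxR1 (90 nM in the dispensed reagent) was pre-reduced with 400 uM NADPH for 5 min at room temperature, then incubated with compound for 15 min. After 400 uM selenite was added, NADPH fluorescence (Ex 340/Em 450 nm) was followed for 8 min.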
ALOX12 inh: blocks human arachidonate 12S-lipoxygenase; purified 12hLO, xylenol orange hydroperoxide absorbance; Potency, µM (series often up to 108 µM), without a hit: top-dose activity change, negative = inhibition, actives largely listed as inhibitors; 580,000 compounds, 1.1% hits; also: % is scaled to controls: 0 for no effect and ±100 for the full control effect
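Hydroperoxide product was detected by ferrous iron/xylenol orange as the 573 to 405 nm absorbance ratio. Arachidonic acid at 40 uM (final) was turned over for 30 min at room temperature by 150 nM human 12hLO, pH 7.0 Hepes buffer, after 15 min compound preincubation.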
ERG Ets-DNA blk: ERG Ets/DNA interaction inhibition. AID 624246. P11308. fluorescence polarization, His-ERG Ets domain / labelled DNA. 370,000 compounds, 0.028% hits. Potency, µM (series often up to 76.9 µM), without a hit: top-dose FP activity, negative = inhibition, actives largely listed as inhibitors; active = well fitted inhibition curve with a large enough effect in the polarisation, with a control signal flat; inconclusive = small, poorly fitted or top-dose-only effect, or effect the other way, or a change in a side signal; inactive = no such curve, though single readings can be large or run the other way; the % refers to the polarisation;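 also: polarization taken with two DNA probes labelled with fluorescein and Texas red; % of control where 0% means no effect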
Target sequence (P11308 whole entry, looked up, the tested form may be a part): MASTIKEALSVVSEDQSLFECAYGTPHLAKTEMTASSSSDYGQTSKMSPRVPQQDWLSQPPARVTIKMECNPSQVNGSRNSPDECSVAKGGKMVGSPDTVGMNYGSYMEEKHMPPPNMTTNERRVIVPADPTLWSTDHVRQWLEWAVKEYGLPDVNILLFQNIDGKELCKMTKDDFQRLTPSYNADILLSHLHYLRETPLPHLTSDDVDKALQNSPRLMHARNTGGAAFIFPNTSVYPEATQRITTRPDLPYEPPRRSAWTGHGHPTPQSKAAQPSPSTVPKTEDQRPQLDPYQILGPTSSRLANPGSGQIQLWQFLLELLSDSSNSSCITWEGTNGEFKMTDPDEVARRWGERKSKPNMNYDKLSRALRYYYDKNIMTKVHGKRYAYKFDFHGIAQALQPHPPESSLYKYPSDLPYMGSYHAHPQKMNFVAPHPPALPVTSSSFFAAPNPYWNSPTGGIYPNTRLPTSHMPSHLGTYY
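His-tagged ERG Ets domain (1 uM in the protein solution; 300mM KCl, 50mM Tris-HCl, 1mM EDTA, 1mM DTT, pH 7.5) received compound, then a probe mix of 5 nM fluorescein-DNA and 100nM Texas-615-DNA. Fluorescence polarization was read for both dyes.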
GLS inhibitor: blocks human kidney-isoform glutaminase activity. O94925. AID 624170. 410,000 compounds, 0.21% hits. GLS enzymatic activity, qHTS titration. Potency, µM (top dose mostly 45.5 µM), for the others: at the top dose activity change, negative = inhibition, usual class: inhibitors; also: % is scaled to controls: 0 for no effect and ±100 for the full control effect
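Human kidney-isoform GLS in 45 mM KH2PO4 pH 8.2, 0.02% Tween-20, with compound, started with 1mM L-Glutamine (added stock). Glutamate oxidase/HRP/Amplex red coupled fluorescence read at start and after 30 min at RT.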
JMJD2A Tudor: inhibitors of human JMJD2A Tudor domain | 390,000 compounds, 4.4% hits | O75164 | Potency, µM (titrated, usually from 114 µM), for the others: at the highest dose activity change, negative = inhibition, most hits filed as inhibitors | AlphaScreen JMJD2A-Tudor / H3K4me3 peptide binding | AID 504339; also: % is scaled to controls: 0 for no effect and ±100 for the full control effect; nearly all actives have a fitted effect of over 50% in size
RGS4 inh: human RGS4 inhibition; Transcreener GDP fluorescence polarization, RGS4-accelerated GTP hydrolysis; Potency, µM (top dose mostly 114 µM), without a hit: at the highest dose activity change, negative = inhibition, most hits filed as inhibitors; 390,000 compounds, 0.039% hits; also: % is scaled to controls: 0 for no effect and ±100 for the full control effect; nearly all actives have a fitted effect of over 75% in size; some results filed as inactive show a strong effect at the top dose
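MLSMR compounds (23 nl, pin-transferred) preincubated 10 min at room temperature with a 500nM (2x) first reagent, then RGS4 at 900nM (2x) plus Transcreener GDP mix added; fluorescence polarization (620/688 nm) read before and after 90 min at 30 °C.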
PGK inhibitor: blocks T. brucei phosphoglycerate kinase; PGK/GAPDH coupled, Kinase-Glo luminescence, 60 min; P07378; Potency, µM (highest dose often 57.5 µM), without a hit: at the highest dose activity change, negative = inhibition, hits mostly inhibitors; 380,000 compounds, 0.043% hits; also: % is scaled to controls: 0 for no effect and ±100 for the full control effect; nearly all actives have a fitted effect of over 60% in size
Target sequence (P07378 whole entry, looked up): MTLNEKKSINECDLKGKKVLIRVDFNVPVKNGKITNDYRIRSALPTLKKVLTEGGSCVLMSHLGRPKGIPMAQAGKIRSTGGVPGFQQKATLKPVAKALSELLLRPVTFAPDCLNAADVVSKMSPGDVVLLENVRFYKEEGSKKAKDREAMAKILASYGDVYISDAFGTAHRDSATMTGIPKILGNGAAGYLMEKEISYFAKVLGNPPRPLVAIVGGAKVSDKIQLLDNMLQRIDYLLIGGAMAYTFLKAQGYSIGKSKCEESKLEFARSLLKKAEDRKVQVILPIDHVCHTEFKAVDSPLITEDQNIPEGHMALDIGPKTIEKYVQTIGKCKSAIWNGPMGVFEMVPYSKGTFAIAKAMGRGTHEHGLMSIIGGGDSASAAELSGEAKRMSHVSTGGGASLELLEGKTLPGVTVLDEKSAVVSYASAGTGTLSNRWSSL
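Recombinant glycosomal PGK reaction used 1,3-bisphosphoglycerate generated in-well by GAPDH (100nM final) in 100mM TEA pH 7.6, 5mM MgCl2, 0.01% Tween-20. After 60 minutes at room temperature, ATP was read by Kinase-Glo Plus luminescence end-point.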
HP1b chromo inh: blocks HP1-beta chromodomain binding to methylated histone tails. P83916. AlphaScreen HP1-beta / biotin-H3K9me3 peptide binding. Potency, µM (series often up to 114 µM), inactives show at the top dose activity change, negative = inhibition, usual class: inhibitors. 390,000 compounds, 0.56% hits; also: nearly all actives have a fitted effect of over 70% in size; inactives centre near 23
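HP1-beta protein (50 nM final) preincubated 30 min at room temperature with biotinylated H3(1-18)K9me3 peptide (50 nM) in PBS pH 7.4, 0.01% Tween-20, then compound added for 30 min. AlphaScreen streptavidin donor/nickel chelate acceptor beads (10 ug/mL final), 30 min dark, luminescence read.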
Active calls of the source: *; i = inactive; ? = inconclusive; nt = no result given; & = joins results of further samples; [ ] = remark or other dose. Unless noted, calls follow the shape of the dose curve; as a rule, active = well fitted curve in the direction sought with a large enough effect; inconclusive = small, poorly fitted or top-dose-only effect, or another doubt; inactive = no such curve, though single readings can be large; an effect the other way counts as inactive or inconclusive. Potency is read from the fitted curve at half-maximal effect. Some of the compounds tested; count on the stated rates, not on these rows.

SMILES | Pin1 inhibitor | TrxR1 inh | ALOX12 inh | ERG Ets-DNA blk | GLS inhibitor | JMJD2A Tudor | RGS4 inh | PGK inhibitor | HP1b chromo inh
Cc1ccc(S(=O)(=O)Nc2c(C)nc3nc(C)[nH]n3c2=O)c(C)c1 | 4%&-4% | -2%[57.1 µM] | -14%&-5% | -4%&-2% | 38%&35%[activator] | -11%&-12% | 12%&17% | -8%&1% | -11%&28%
COc1cccc(CNC(=O)CCC2CCCN(C(=O)c3ccccc3N(C)C)C2)c1 (centres undefined) | -3% | 0% | -3% | 5% | 6% | -9% | -9% | -4% | 34%
COc1ccc(C(=O)CSc2nnc(NC(=O)C3CC(=O)N(c4ccccc4C)C3)s2)cc1 (centres undefined) | 21% | -13% | 11% | -6% | 10% | -11% | -3% | -3% | 8%
O=C(CN1C(=O)NC2(CCCCC2)C1=O)NCC(=O)Nc1ccc(F)c(F)c1 | 8% | 8% | -22% | 3% | 5% | -7% | -3% | -8% | 21%
Cc1cccc(NC(=O)NNC(=O)c2cc3occc3[nH]2)c1C | 2% | 2% | 13% | 5% | 19% | -18% | -6% | i | 9%[57 µM]
Cc1cc(=O)[nH]c(-c2ccc(C(F)(F)F)cc2)n1 | -4% | 4% | 426%[activator] | 1% | 1% | -17% | -11% | 2% | 32%
O=C(NCCCN1CCN(c2cccc(Cl)c2)CC1)C1(S(=O)(=O)c2ccc(Cl)cc2)CC1 | -5% | 22% | -22% | -1% | 1% | -24% | -21% | -9% | 1%
CCOC(=O)C1CCN(c2ncnc3c2cnn3-c2ccc(OC)cc2)CC1 | -1% | 5% | 0% | -2% | 1% | 5% | 15% | -2% | 41%
CCc1cccc(NC(=O)CC(c2ccc(OC)cc2)N2Cc3ccccc3C2=O)c1 (centres undefined) | -2% | 21% | ? | 26% | -12% | -24% | 19% | -3% | ?
COc1ccc(C(=O)C(Sc2nnc(C)c(=O)[nH]2)c2ccc(OC)cc2)cc1 (centres undefined) | -2% | 17% | -23% | 2% | -2% | -16% | 0% | i | 31%
CCCC(=O)N=C1SC2CS(=O)(=O)CC2N1c1ccc(CC)cc1 (centres undefined) | -3% | -4% | 132%[activator] | -1% | 14% | -3% | 16% | -3% | 37%
CCOC(=O)C1=NNC(C(=O)c2ccccc2)C1c1ccc(Cl)cc1 (centres undefined) | 3% | -1% | ? | -4% | 7% | -11% | 3% | -2% | -3%
C=CCNC(=O)/C(C#N)=C/c1cn(-c2ccccc2)nc1-c1cccs1 | 31%[activator] | -7% | 2% | -7% | 18% | -10% | -8% | 8% | 9%
CCc1cnc2c(c1SC(C(C)=O)C(=O)N(C)C)c(=O)n(C)c(=O)n2C (centres undefined) | 0% | 12%[57.1 µM] | ? | 5% | 0% | 28µM* | ? | -5% | ?
N#C/C(=C\c1cccs1)C(=O)Nc1nccs1 | 4% | 16%[57.1 µM] | 3% | 15% | 0% | 20µM* | ? | -6% | -18%
Cc1ccc(S(=O)(=O)N2CCC(C(N)=O)CC2)cc1C(=O)NC1CCCCC1 | 0% | 5%[57.1 µM] | -19% | -5% | 3% | -4% | 6% | -5% | 10%
CCC(C)(C)NC(=O)CN(Cc1ccc2c(c1)OCO2)C(=O)CCC(=O)Nc1ccccn1 | 0% | 7% | 0% | 6% | 2% | -17% | -9% | -1% | 14%
CCCN1C/C(=C/c2cccc([N+](=O)[O-])c2)C(=O)/C(=C/c2cccc([N+](=O)[O-])c2)C1 | -2% | -28% | 15% | -4% | 2% | -25% | 1% | -2% | -5%
O=C(CSc1n[nH]c(-c2ccncc2)n1)Nc1ccccc1C(F)(F)F | 2% | 2% | 0% | 7% | 0% | -34% | 7% | -1% | 4%
Cc1ccc(NC(=O)C2C(=O)N(CCO)C3(C)CC2c2ccccc2O3)cc1 (centres undefined) | -2% | 12% | -16% | 6% | 0% | -9% | 23% | -1% | 8%
O=C(O)c1cccc(S(=O)(=O)NCc2cccs2)c1 | 6% | -2%[11.4 µM] | 0% | -2% | -8% | -2%[11.4 µM] | 19%[11.4 µM] | 0% | 70%[activator]
c1ccc(COn2c(-c3ccccc3)nc3c2CCc2nonc2-3)cc1 | 12% | -1%[57.1 µM] | 0% | -2% | 2% | -5%[11.4 µM] | 1%[11.4 µM] | 2% | -25%
Cc1ccc2nc(-c3ccc(O)cc3)oc2c1 | 16% | -4% | -9% | 3% | 16% | -14% | -15% | -1% | 27%
N#Cc1nc(-c2cccc3ccccc23)oc1NCCN1CCOCC1 | -1% | 8%[11.4 µM] | ? | 0% | 0% | -16% | 10% | 7% | -6%
O=C(NC1CC1)c1ccc(-c2nc3ccccc3s2)s1 | 7% | -4% | -18% | -1% | 14% | -8% | 22% | -21% | 35%
CCCN1C(=O)/C(=C\c2ccncc2)SC1=Nc1ccccc1 | 2% | 0% | 4% | -8% | -3% | ? | -15% | -2% | -27%
CCCn1c(SCC(=O)Nc2ccc(OCC)cc2)nnc1C(C)C | -1% | -9% | 0%[57.4 µM] | -2% | 14% | -7% | 25% | 8% | 29%
O=C(Cc1ccccc1)NCCc1cn2ccsc2n1 | 0% | 28%[57.1 µM] | 17% | 6% | -1% | -6% | 13% | 0% | 30%
O=C(CN(C(=O)Cn1nnc(-c2ccc(F)cc2)n1)c1ccc(F)cc1)NC1CCCC1 | 24% | 20% | 0% | 33%[activator] | 1% | -12% | 20% | i | -17%
O=C1C=C(c2cc(C(F)(F)F)cc(C(F)(F)F)c2)C[C@@H](c2ccc(Cl)cc2)C1 | 2% | 37%[activator] | -5% | -8% | -7% | -2% | -4% | -6% | 27%
O=C(COc1ccccc1)N1CCN=C1SCc1cccnc1 | 0% | 32% | 0% | 5% | -6% | -19% | -49% | -3% | 70%
CCn1c(SCC(=O)Nc2ccc(N3CCOCC3)cc2)nnc1C1CC1 | -5% | 1% | ? | 1% | 23% | -16% | -8% | i | 29%
CCC1(c2ccccc2)NC(=O)N(CC(=O)NNC(=O)COc2ccc(Cl)cc2C)C1=O (centres undefined) | -13% | 0% | 2% | -14% | 11% | -15% | -5% | i | 18%
CCOc1ccc(Br)cc1CNCCSc1nnnn1-c1ccccc1 | 5% | 18% | 5% | -2% | -4% | -1% | 10% | i | 91%[activator]
CCOC(=O)C1(P(=O)(c2ccc(Cl)cc2)c2ccc(Cl)cc2)CCC1 | 1% | 6%[57.1 µM] | 253%[activator] | -8% | 7% | -13% | -2% | -3% | 11%
S=c1[nH]nc(COc2ccccc2)n1/N=C/c1ccc(Br)s1 | 4% | ? | ? | 4% | 12% | 56µM* | ? | -2% | -33%
Cc1ccc(OCc2nc(-c3ccc(-n4cccc4)cc3)no2)cc1C | -3% | 25% | 2% | 19% | -9% | -14% | -4% | -8% | 26%
O=C(CCCCC(=O)NC1CCCC1)NC1CCCC1 | -5% | 22% | 21% | 1% | 10% | -17%[57.1 µM] | -18% | -3% | 33%
CC12CCC(C(=O)NCc3ccco3)(OC1=O)C2(C)C (centres undefined) | 1% | -32%[57.1 µM] | 15% | 0% | -5% | -13% | 13% | nt | 9%
NC(=O)CSc1nc2ccc(NC(=O)COc3ccccc3Cl)cc2s1 | 35%[activator] | 27% | -1% | -4% | -6% | -8% | -38% | 5% | 37%
Cc1cc(C)c(-n2[nH]nnc2=S)c(C)c1 | 5% | 3% | 11µM* | 8% | 3% | 32µM* | -13% | -5% | -17%
CCOc1ccc(C(=O)Nc2ccccc2CC)cc1[N+](=O)[O-] | 2% | -2%[57.1 µM] | -17% | -11% | 20% | ? | 6% | -4% | 29%
COc1ccc(-c2nc3c4ccccc4n(CC(=O)Nc4ccc(C(C)C)cc4)c(=O)n3n2)cc1 | -5% | 35%[57.1 µM] | ? | 4% | 5% | -16% | 1% | i | 8%
CCN(CC(=O)Nc1c(F)cccc1F)C(=O)c1ccccc1F | 2% | 20% | -5% | -5% | -3% | -13% | 13% | -3% | 8%
C[C@H](NC(=O)OC(C)(C)C)c1nnc(SCc2ccc(Cl)cc2Cl)o1 | 1% | 5% | -31% | -9% | -1% | 19% | 2% | -9% | 35%[activator]
COc1ccc(C(=O)NNC(=O)c2ccc(C(C)(C)C)cc2)cc1 | 6% | 18% | -4% | -2% | 0% | -4% | 1% | 4% | 20%
N#Cc1cc(NC2CCCC2)c([N+](=O)[O-])cc1C#N | ? | 2% | -5% | -8% | 5% | -25% | -8% | -6% | -16%
OC(CNCc1ccc2c(c1)OCO2)COc1ccccc1 (centres undefined) | -1% | -9% | 0% | 3% | 0% | -18% | 11% | 3% | 20%
COc1ccc(NC(=O)CCCn2c(=O)c3cccn3c3cccnc32)cc1Cl | 11% | 2% | 0% | 5% | -10% | -20% | -6% | -14% | 13%

Whole records, looked up by structure:
Cc1ccc(S(=O)(=O)N2CCC(C(N)=O)CC2)cc1C(=O)NC1CCCCC1 as listed: Pin1 inhibitor = 0%; TrxR1 inh = 5%[57.1 µM]; ALOX12 inh = -19%; ERG Ets-DNA blk = -5%; GLS inhibitor = 3%; JMJD2A Tudor = -4%; RGS4 inh = 6%; PGK inhibitor = -5%; HP1b chromo inh = 10%
COc1ccc(C(=O)CSc2nnc(NC(=O)C3CC(=O)N(c4ccccc4C)C3)s2)cc1 (centres undefined) as listed: Pin1 inhibitor = 21%; TrxR1 inh = -13%; ALOX12 inh = 11%; ERG Ets-DNA blk = -6%; GLS inhibitor = 10%; JMJD2A Tudor = -11%; RGS4 inh = -3%; PGK inhibitor = -3%; HP1b chromo inh = 8%
